Compound activity from PubChem BioAssay.
APJ agonist = agonists of human APJ apelin receptor; P35414; CHO-K1 APJ PathHunter beta-arrestin, luminescence; 0% DMSO wells, 100% apelin; activation, % at 20 µM; hit rate 0.11% among 330,000; AID 2520;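 active = activation more than six SD over the plate average, tested at 20 µM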;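 note: 0% = DMSO alone and 100% = apelin-13 at 10 nM; some results filed as inactive read as strong as hits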
Target sequence (P35414 whole entry, looked up): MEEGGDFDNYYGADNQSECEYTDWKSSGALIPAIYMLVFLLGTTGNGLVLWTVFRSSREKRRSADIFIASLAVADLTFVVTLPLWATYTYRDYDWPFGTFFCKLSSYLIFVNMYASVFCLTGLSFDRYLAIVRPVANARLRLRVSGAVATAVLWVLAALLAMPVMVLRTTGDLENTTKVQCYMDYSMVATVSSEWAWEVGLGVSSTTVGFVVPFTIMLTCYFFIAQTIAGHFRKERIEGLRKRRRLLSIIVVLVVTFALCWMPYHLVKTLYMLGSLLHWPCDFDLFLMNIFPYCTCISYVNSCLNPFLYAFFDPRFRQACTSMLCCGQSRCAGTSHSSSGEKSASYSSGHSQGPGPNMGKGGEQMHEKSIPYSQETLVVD
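Incubation: overnight seeding, 90 min compound at 25 °C, 1 h detection; test system: PathHunter CHO-K1 APJ (AGTRL-1) beta-arrestin reporter cells; amount: 1000 cells/well; doses: one dose, 20 µM compound, 1% DMSO; measured by: beta-gal luminescence; measure: agonist-driven arrestin binding to APJ; benchmarks: negative DMSO alone, positive Apelin-13 at 10 nM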
XBP1 UPR activ = adaptive UPR (XBP1) activation; activation, % at 20 µM; hit rate 0.33% among 330,000; CHO-XBP1 luciferase reporter, IRE1-XBP1 UPR activation, luminescence; percent of tunicamycin response, DMSO as zero;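 active = versus positive control, 20 µM dose yields 30% or more activation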;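 note: 100% = tunicamycin at 10 µg/mL and 0% = DMSO only wells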
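Material: CHO-XBP1 cells stably carrying IRE1-XBP1-driven luciferase reporter | Medium: F12 with 10% serum | Compound dosing: 20 µM single concentration, DMSO 1% | Incubation: Overnight seeding at 37 °C, 6 h compound treatment at 37 °C | Detection: Steady-Glo luminescence read | Read-out basis: % activation of reporter signal versus tunicamycin and DMSO controls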
CXCR6 block = blocks human CXCR6 beta-arrestin recruitment | hit rate 0.36% among 360,000 | AID 602244 | inhibition, % at 20 µM | O00574 | CHO-K1 PathHunter CXCR6 beta-arrestin, luminescence; in the data active = inhibition above about 34%, passing the limit was not always enough;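 note: antagonist mode with CXCL16 agonist at 10 nM final; 0% = 10 nM CXCL16 with DMSO and 100% = unstimulated wells without agonist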
Target sequence (O00574 whole entry, looked up): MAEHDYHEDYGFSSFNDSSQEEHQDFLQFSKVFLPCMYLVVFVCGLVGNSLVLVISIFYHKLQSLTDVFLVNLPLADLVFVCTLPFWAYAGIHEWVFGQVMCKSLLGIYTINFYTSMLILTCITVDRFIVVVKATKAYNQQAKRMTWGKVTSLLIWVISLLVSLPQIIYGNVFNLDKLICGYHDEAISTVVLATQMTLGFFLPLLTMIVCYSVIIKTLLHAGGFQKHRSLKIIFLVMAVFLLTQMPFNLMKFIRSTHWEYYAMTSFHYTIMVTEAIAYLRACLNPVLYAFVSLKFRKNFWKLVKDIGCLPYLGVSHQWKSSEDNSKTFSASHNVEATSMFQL
TIM10 inh = inhibits growth of TIM10 yeast strain; AID 463195; inhibition, % at 10 µM; S. cerevisiae TIM10 strain growth, BacTiter-Glo luminescence, 24 h; hit rate 1.4% among 330,000;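 active = inhibition of 40% or more at the single tested concentration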;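 note: wild-type TIM10 isogenic control strain grown at permissive 25 °C; 0% = DMSO yeast wells and 100% = minimal medium wells without yeast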
tim10-1 inh = inhibits growth of tim10-1 mutant yeast; hit rate 2.2% among 330,000; S. cerevisiae tim10-1 ts strain growth, BacTiter-Glo, 24 h; inhibition, % at 20 µM;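 active = inhibition of at least 40%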;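 note: mutant grown at 25 °C; 0% = DMSO wells with yeast and 100% = wells holding no yeast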
APJ antagonist = antagonists of human APJ apelin receptor. P35414. CHO-K1 APJ beta-arrestin complementation, luminescence. inhibition, % at 20 µM. hit rate 0.32% among 330,000. AID 2521;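 active = inhibition above about 40% at 20 µM, limit read from the data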;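 note: cells challenged with 10 nM apelin-13 agonist together with compound; plate controls were apelin-13 plus DMSO wells for no effect and DMSO wells lacking apelin-13 for full effect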
UPR CHOP act = apoptotic UPR (CHOP) activation. CHO-CHOP luciferase reporter, luminescence; percent of tunicamycin response over DMSO baseline. activation, % at 10 µM. hit rate 0.34% among 330,000. AID 449763;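 active = at 10 µM dose, activation of 40% or more, normalized to positive control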;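 note: 100% = tunicamycin at 10 µg/mL and 0% = DMSO alone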
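Material: CHO-CHOP cells, stable luciferase reporter of PERK-eIF2a-CHOP signalling; quantity: 500 reporter cells seeded per well; buffer or medium: F12 medium containing 10% fetal bovine serum; compound: one dose, 10 µM in 0.5% DMSO; incubation: 6 h compound treatment, 37 °C; measured by: Steady-Glo luciferase luminescence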
tim23-1 inh = tim23-1 yeast growth inhibition | S. cerevisiae tim23-1 growth, BacTiter-Glo luminescence, 24 h | inhibition, % at 20 µM | hit rate 1.3% among 330,000;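 active = growth inhibition of the mutant yeast at or above 50%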;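 note: temperature-sensitive mutant grown at 25 °C; plate controls were DMSO-treated mutant yeast for no effect and medium wells lacking yeast for full effect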
Mdm2 MdmX PPI = human Mdm2/MdmX binding inhibition | SaOS-2 split-luciferase Mdm2/MdmX complementation, luminescence | inhibition, % at 8 µM | hit rate 3% among 330,000 | AID 485346;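 active = inhibition of at least 50% at 8 µM in the primary screen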
* = called active by the depositor.

The line under a structure holds: tim23-1 inh	tim10-1 inh	APJ agonist	UPR CHOP act	APJ antagonist	TIM10 inh	XBP1 UPR activ	Mdm2 MdmX PPI	CXCR6 block
[1] CNc1snc(C)c1C(=O)OC(C)C(=O)NCc1ccccc1 (stereo not drawn)
    13	16	4	0.2	-4	0	-2	-3	-1
[2] Cc1ccc(-c2cc(C(=O)Nc3cc(C(=O)O)ccc3C)c3ccccc3n2)cc1
    7	10	-6	-0.3	6	13	-3	1	1
[3] Cn1nc(CC(=O)Nc2ccc3c(c2)OCCO3)c2ccccc2c1=O
    -11	-17	1	6.4	11	-10	-3	31	-6
[4] CCOC(=O)/C=C1\SCC(=O)N1CC(=O)N1CCOCC1
    9	8	-3	0.1	-17	11	-4	-8	2
[5] Cc1cc(/C=N/NC(=O)c2c(Br)cnn2C)c(C)n1-c1cccc(Br)c1
    21	7	-2	2.2	13	29	-1	24	3
[6] NNC(=O)Cc1csc(-c2ccccc2)n1
    2	-2	-4	0.3	14	10	-2	21	9
[7] CC(C)NC(=S)NN=C1CCCCCCCCCCC1
    -13	25	3	2.5	30	11	0	-4	29
[8] CC(C)=CCc1cc([C@@H]2COc3c(ccc4c3C=CC(C)(C)O4)C2)c(O)cc1O
    43	27	0	1.3	-14	26	10	64*	-9
[9] CCc1cc(SC#N)ccc1N
    13	2	-7	1.5	22	7	-2	14	8
[10] O=C(CSc1nnc(-c2ccccc2)c2ccccc12)NCCN1C(=O)CSC1=O
    19	10	-4	0.8	-7	14	-1	22	2
[11] COC(=O)c1cc(CSc2nc3ccccc3c(=O)n2C)oc1C
    14	17	2	5.1	25	4	4	18	-11
[12] CCN(CC)C(=O)c1oc2ccc(S(=O)(=O)N3CCCCCC3)cc2c1C
    23	16	-2	0.6	5	11	0	7	-4
[13] CCCc1cc(-c2n[nH]c(C(=O)OCC)c2-c2cscn2)c(O)cc1O
    18	12	2	-2.2	-10	-5	-4	12	0
[14] COc1cccc(OCCOc2cccc(/C=N/n3cnnc3)c2)c1
    23	23	0	-0.1	7	12	4	-8	3
[15] C/C(=N\NS(=O)(=O)c1cccc([N+](=O)[O-])c1)c1cc2ccccc2o1
    23	9	-4	1.7	6	28	1	-2	9
[16] CCOC(=O)C1CCN(C(=O)COc2ccc(Cl)cc2C)CC1
    21	2	-2	-2.8	-12	2	1	5	2
[17] C=CCn1c(O)c(C2=c3ccccc3=NC2=O)s/c1=N/c1nccs1
    32	10	1	0.9	-95	18	0	79*	17
[18] N#Cc1c(NC(=O)c2cc([N+](=O)[O-])ccc2N2CCOCC2)sc2c1CCCC2
    3	16	-5	1.4	15	-4	5	14	18
[19] COc1ccc(-c2oc3ccccc3c2C#Cc2cncn2C)cc1
    31	20	-2	3.6	4	23	9	72*	-5
[20] COc1ccccc1-c1c(C)nn2c(N3CCN(Cc4ccccc4)CC3)cc(C)nc12
    -15	5	-3	0.5	-54	9	-2	11	6
[21] COc1ccccc1C(=O)Nc1nc(C)cc(C)n1
    8	-18	1	1.2	13	-7	-2	-5	-1
[22] O=C(/C=C/Nc1ccccc1C(F)(F)F)c1ccco1
    0	-2	-3	3.3	-15	16	-1	-187	-5
[23] CN(C(=S)Nc1ccccc1)c1ccccc1
    18	19	-1	-0.3	-5	2	-2	8	-13
[24] Cc1cc(NC(=O)C(C)SCC(=O)O)no1 (stereo not drawn)
    3	-1	-1	1.0	-6	9	-1	-15	3
[25] S=c1nc(C2CCCCC2)[nH]c2ccccc12
    32	25	-6	0.2	8	31	1	0	6
[26] Cc1c(C(=O)OCC(=O)N2CC(C)CC(C)C2)oc2ccccc12 (stereo not drawn)
    21	16	-8	1.1	14	-8	1	10	3
[27] O=C(CN(C(=O)CCC(=O)Nc1ccccn1)c1ccc(F)cc1)NCc1ccc(F)cc1
    7	-3	2	1.8	3	-17	0	-14	-5
[28] CC1CCCCN1C(=O)CSc1nnc(-c2cccnc2)n1C1CCCCC1 (stereo not drawn)
    -2	20	-4	1.2	-2	-7	0	9	-2
[29] CCCc1cc(=O)[nH]c(SC(C)C(=O)N2c3ccccc3CC2C)n1 (stereo not drawn)
    17	9	0	0.2	11	2	-2	18	3
[30] Cc1cccc(CN2CCCC(C(=O)Nc3ccccc3Oc3cccnc3)C2)c1 (stereo not drawn)
    4	4	2	0.0	-1	11	-1	17	6
[31] CN(C)CCN(CC1CCCN(Cc2ccccc2F)C1)C(=O)c1ccc(Cl)cc1 (stereo not drawn)
    0	10	0	0.2	3	-4	-4	15	0
[32] COC(=O)c1ccc(OCCN2C3=NCCN3c3ccccc32)cc1
    12	-5	-6	-0.3	5	5	-1	-4	-5
[33] CCOc1ccc(S(=O)(=O)n2cnc3cc(C)c(C)cc32)cc1
    14	6	1	-0.4	11	-11	-1	25	-8
[34] COC(=O)[C@]1(C)N[C@H](CN(C)C(=O)Nc2ccc(OC)cc2)[C@@H]2C(=O)N(Cc3ccccc3)C(=O)[C@@H]21
    -5	1	-1	0.8	-2	10	3	-2	-3
[35] CCN(CC)CCNCC1C(=O)O[C@@H]2C[C@@]3(C)CCC[C@H](C)C3=C[C@H]12 (stereo partly drawn)
    44	51*	-4	-0.7	16	24	-4	38	2
[36] Cc1oc(C(=O)O)cc1COc1ccc2c3c(c(=O)oc2c1)CCC3
    1	7	-4	-2.6	-8	5	-2	-15	-1
[37] COc1ccc(S(=O)(=O)N2CCCCC2)cc1NC(=O)CNc1ccccc1C(C)=O
    2	15	-4	-2.0	16	0	0	21	4
[38] CCCn1c(NC(=O)c2cccc(S(=O)(=O)N3CCCC3)c2)nc2ccccc21
    50*	41*	-1	1.5	12	40	-3	93*	3
[39] COc1ccc(C2(c3ccc(OC)cc3)NC(=O)N(CC(=O)Nc3ccc(C(N)=O)cc3)C2=O)cc1
    6	-3	-4	0.1	-1	13	2	7	5
[40] COC(=O)Nc1ccccc1C(=O)N1CCN(c2ccc(C)cc2)CC1
    -1	23	-1	3.0	-2	-5	-2	-1	-6
[41] NC(=O)C(c1ccccc1)c1ncc(C(F)(F)F)cc1Cl (stereo not drawn)
    8	16	-4	-1.5	-24	14	0	13	2
[42] CCC(C)NC(=O)C(Cc1ccccc1)n1cccc1 (stereo not drawn)
    3	5	-4	2.5	17	5	3	-17	-1
[43] CCc1cc(C(=O)Cc2ccc(F)cc2)c(O)cc1O
    36	25	-1	-0.1	4	23	1	11	-13
[44] Cc1cc(NC(=O)CN2C(=O)NC(CCc3ccccc3)C2=O)no1 (stereo not drawn)
    0	-6	0	-0.5	8	-14	3	2	2
[45] NC(=O)c1cc([N+](=O)[O-])ccc1NCc1ccc(O)cc1
    -36	-15	-3	-2.4	-9	-95	1	7	2
[46] CC(=O)c1ccc(N2Cc3ccccc3C3(CCOCC3)C2=N)cc1
    -2	6	-1	5.8	3	-10	1	2	-6
[47] CCCc1ccc(C2=Nn3c(nnc3C(C)C)SC2)cc1
    46	9	0	-0.6	10	34	7	23	13
[48] Cc1sc(NC(=O)CN2CCCC2)nc1-c1ccc2c(c1)CCN2C(=O)c1ccc(F)cc1
    -2	12	-5	1.7	-3	-16	-4	29	-4
[49] COCCSc1nnc(NC(=O)C2CC(=O)N(c3ccccc3)C2)s1 (stereo not drawn)
    2	2	4	-1.3	-4	-7	0	-1	-1
[50] Cc1cccc(-c2nc(CS(=O)CC(=O)NCCCSC3CCCCC3)c(C)o2)c1 (stereo not drawn)
    37	17	-1	-0.7	10	6	-2	23	2
[51] CCn1c(=O)cc(SCC(=O)NCc2cccnc2)c2ccccc21
    -5	8	-5	1.0	10	8	0	-6	-9
[52] Cc1ccc(CNC(=O)C2CCCN(c3nc(C)cc(C)n3)C2)cc1 (stereo not drawn)
    18	13	-2	-0.9	5	14	-2	-5	-7
[53] COCCCn1c(SCC(=O)Nc2ccc(C(=O)OC)cc2)nc2ccccc2c1=O
    29	19	-1	-1.5	7	30	2	-21	9
[54] CC1(C(=O)O)CCC(C(=O)NNC(=O)c2ccccc2Cl)C1(C)C (stereo not drawn)
    -12	-2	1	-0.2	14	-1	-4	23	-1
[55] COc1ccc(C(=O)NC(=O)N2CCCCC2)cc1
    5	8	5	2.7	-13	-6	0	-20	-4
[56] CCn1nc(CC(=O)Nc2nnc(CC(=O)N3CCCCC3)s2)c2ccccc2c1=O
    -1	15	1	-1.5	6	1	0	-2	-2
[57] O=C(Cc1ccc(Cl)cc1)NNC(=O)C1CC=CCC1C(=O)O (stereo not drawn)
    5	-5	-3	1.3	2	8	0	13	2
[58] COc1ccccc1N1CCN(C(=O)c2cc3n(n2)C(C(F)(F)F)CC(c2ccco2)N3)CC1 (stereo not drawn)
    20	14	2	-2.3	-19	-4	-5	16	-4
[59] O=Cc1ccc(OCC(=O)NCC2CCCO2)cc1 (stereo not drawn)
    0	-28	-2	-0.8	-4	11	-2	10	6
[60] O=C(Nc1cc(S(=O)(=O)N2CCOCC2)ccc1Cl)c1ccncc1
    13	15	-4	-1.6	16	2	1	15	1

Additional records
The line under a structure holds: tim23-1 inh	tim10-1 inh	APJ agonist	UPR CHOP act	APJ antagonist	TIM10 inh	XBP1 UPR activ	Mdm2 MdmX PPI	CXCR6 block
[61] COc1cc(C[C@H](C)[C@H](C)Cc2ccc3c(c2)OCO3)ccc1O
    11	19	7	-0.4	-60	-2	3	-17	-18
[62] CCOC(=O)c1c(-c2ccc(C)o2)csc1N
    27	23	-2	0.9	-31	12	-3	5	0
[63] O=C(O)CC1SC(=O)N(CC(=O)c2ccccc2)C1=O (stereo not drawn)
    5	9	-1	0.6	13	-14	-1	28	1
[64] COc1cccc(OC)c1Nc1nc(C)nc2c1nnn2Cc1ccccc1Cl
    12	9	0	0.2	-12	2	-2	-19	-7
[65] COC(=O)\C(C(C)=O)=C(/C=C/C=C/C=C/N(C)C)N(C)C
    -6	-14	-1	-2.7	-17	-11	-3	19	11
[66] O=c1oc2ccccc2n1Cc1cccc(F)c1
    9	7	-2	-2.1	-3	-8	1	1	3
[67] CCCCCC(=O)Nc1nc2ccccc2[nH]1
    12	29	-3	1.4	6	15	1	-44	1
[68] CCc1cc2cc3c(cc2nc1SCC(=O)Nc1c[nH]c(=O)[nH]c1=O)OCO3
    0	8	1	-0.6	4	-17	-1	30	10
[69] CCNC(=O)C(CCSC)NS(=O)(=O)c1ccc(C)cc1 (stereo not drawn)
    18	-9	1	0.9	-12	-6	0	16	7
[70] CC(C)C(=O)NNC(=O)c1csc(CS(=O)(=O)c2ccc(Cl)cc2)n1
    13	7	3	1.1	1	14	-2	-23	-1
[71] O=S(=O)(c1ccsc1)N1CC=C(c2ccccc2)CC1
    12	12	4	0.7	9	4	-4	21	-4

Only part of the results is shown (hit frequency here may not be typical).
